# TRb-SRC2 inh – disrupts binding of human TR beta to SRC2; P10828; TRbeta-SRC2 peptide binding, fluorescence polarization; receptor liganded with 1 µM T3; Potency, µM (titrated, usually from 106 µM), for the others: at the top dose activity change, negative = inhibition, usual class: inhibitors; 0.065% of 280,000 active;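 also: potency is read from the fitted curve at half-maximal effect; plate controls were bound peptide for no effect and peptide without receptor for full effect; nearly all actives have a fitted effect of over 50% in size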
# Target sequence (P10828 whole entry, looked up): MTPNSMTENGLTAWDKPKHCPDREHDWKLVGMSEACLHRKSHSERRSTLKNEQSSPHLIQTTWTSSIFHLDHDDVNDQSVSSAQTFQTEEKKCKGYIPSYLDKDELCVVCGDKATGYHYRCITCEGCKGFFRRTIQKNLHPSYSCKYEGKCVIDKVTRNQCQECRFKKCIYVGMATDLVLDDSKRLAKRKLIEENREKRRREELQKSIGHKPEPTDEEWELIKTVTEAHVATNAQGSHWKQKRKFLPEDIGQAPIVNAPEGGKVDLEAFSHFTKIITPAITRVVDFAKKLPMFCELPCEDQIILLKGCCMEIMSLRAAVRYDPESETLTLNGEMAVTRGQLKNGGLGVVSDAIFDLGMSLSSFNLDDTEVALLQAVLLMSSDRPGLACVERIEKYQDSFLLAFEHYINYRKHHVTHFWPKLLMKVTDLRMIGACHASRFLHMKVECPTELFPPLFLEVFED
#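 Fluorescence polarization of 20 nM Texas Red SRC2 peptide with 0.6 uM human TRb ligand-binding domain, in Tris buffer with 1uM T3 and 5% DMSO. Incubated 5 hr ambient; normalized to unbound and bound controls.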
# CBFb RUNX1 block – inhibitors of human CBF-beta and RUNX1 interaction; AlphaScreen CBFb-His/RUNX1-biotin binding, biochemical; Q01196+Q13951; 230,000 tested, under 10 active; Potency, µM (titrated, usually from 59.8 µM), for the others: top-dose activity, negative = inhibition, actives largely listed as inhibitors; also: % of control where 0% means no effect
# Target sequence (Q01196 whole entry, looked up): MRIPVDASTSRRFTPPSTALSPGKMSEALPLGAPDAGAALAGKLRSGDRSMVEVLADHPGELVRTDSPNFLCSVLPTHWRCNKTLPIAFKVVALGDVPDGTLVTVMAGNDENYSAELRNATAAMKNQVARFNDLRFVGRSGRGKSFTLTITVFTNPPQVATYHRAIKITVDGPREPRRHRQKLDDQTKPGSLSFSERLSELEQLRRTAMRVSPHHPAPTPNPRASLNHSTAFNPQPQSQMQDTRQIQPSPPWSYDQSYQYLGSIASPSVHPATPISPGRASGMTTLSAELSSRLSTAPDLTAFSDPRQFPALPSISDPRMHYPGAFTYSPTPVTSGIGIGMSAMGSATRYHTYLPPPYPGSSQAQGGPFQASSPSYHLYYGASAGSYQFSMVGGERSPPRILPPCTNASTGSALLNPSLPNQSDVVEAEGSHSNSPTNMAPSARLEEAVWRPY
# Target sequence (Q13951 whole entry, looked up): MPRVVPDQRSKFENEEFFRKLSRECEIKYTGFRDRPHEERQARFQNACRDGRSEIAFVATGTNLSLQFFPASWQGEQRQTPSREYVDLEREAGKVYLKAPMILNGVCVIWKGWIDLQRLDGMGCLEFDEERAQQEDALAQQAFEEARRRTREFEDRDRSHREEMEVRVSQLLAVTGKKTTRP
#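 Inhibition was taken as any reduction in AlphaScreen signal from the CBF-beta–RUNX1 pair (His and biotin tags, 30 nM each), measured after compound (15 min) and bead (90 min) incubations at room temperature.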
# GLA spleen mod – alpha-galactosidase A (human) modulation; 0.008% of 240,000 active; human spleen homogenate, 4MU-alpha-Gal fluorescence, 40 min; Potency, µM (series often up to 80 µM), for inactives: at the top dose activity change, negative = inhibition, hits mostly inhibitors;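 also: potency is read from the fitted curve at half-maximal effect; 0% = enzyme with vehicle and -100% = no enzyme basal signal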
#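 Human spleen homogenate (1 ug) was the enzyme source, with 4-methylumbelliferyl-alpha-D-galactopyranoside (1 mM final) in pH 5.0 citrate buffer with 0.01% Tween-20. Compounds were titrated; after 40 min at 37C, NaOH/glycine stop, 4-MU fluorescence read; AC50 from Hill fits.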
# Epigenetic derep – regulators of epigenetic silencing causing reporter derepression in mouse cells; 0.2% of 280,000 active; murine LDR cells, GFP reporter derepression, 30 h; Potency, µM (series often up to 53.9 µM), inactives show at the highest dose GFP activation, usual class: activators; AID 1865; also: potency is read from the fitted curve at half-maximal effect; % of control where 0% means no effect; nearly all actives have a fitted effect of over 60% in size
#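 Readout is the number of GFP-expressing murine LDR cells, counted by cytometry following washing. Cells were treated with compound for 30 h at 37 C; the stably integrated CMV-GFP locus is normally silent.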
# NPSR antag – blocks cAMP signaling of the human neuropeptide S receptor | AID 1461 | CHO-NPSR cells, cAMP TR-FRET, antagonist mode | Q6W5P4 | Potency, µM (doses to about 38.3 µM), without a hit: top-dose activity change, negative = inhibition, hits mostly inhibitors | 1% of 220,000 active; also: potency is read from the fitted curve at half-maximal effect; % is scaled to controls: 0 for no effect and ±100 for the full control effect; nearly all actives have a fitted effect of over 50% in size; many of its hits are not listed in these tables
# TR SRC2 fluor cs – Texas Red fluorescence interference in TRb-SRC2 counter-screen. TRb/SRC2 Texas Red total fluorescence interference. Potency, µM (doses to about 106 µM), without a hit: at the top dose fluorescence change, negative = quenching. 0.29% of 280,000 active. AID 1479; active = well fitted curve in either direction with a large enough effect; inconclusive = small, poorly fitted or top-dose-only effect; also: potency is read from the fitted curve at half-maximal effect; % is scaled to controls: 0 for no effect and ±100 for the full control effect
#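 Human TRb ligand-binding domain at 0.6 uM with 20 nM Texas Red SRC2 peptide in Tris buffer containing 1 uM T3 and 5% DMSO, incubated with compound 5 h at ambient temperature. Total fluorescence (555/632 nm) calculated as parallel + 2 × perpendicular.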
# Tau fibril FP – tau fibrillization inhibition (FP); P10636; K18 P301L tau heparin fibrillization, Alexa594 FP, 6 h; Potency, µM (top dose mostly 57.7 µM), for inactives: at the top dose activity, negative = inhibition, most hits filed as inhibitors; 0.39% of 280,000 active; AID 1468; also: potency is read from the fitted curve at half-maximal effect; % is scaled to controls: 0 for no effect and ±100 for the full control effect; nearly all actives have a fitted effect of over 55% in size
#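 Human tau K18 […] P301L fragment, 15 uM unlabeled plus 0.24 uM Alexa 594-labeled tau (final), with compound and 20 uM heparin in 100 mM sodium acetate pH 7; 6 hr at 37 C, then Alexa 594 FP read.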
# Tau fluor cs – counter-screen for tau fibril formation inhibitors. tau K18 P301L (four-repeat tau fragment) Alexa594 fluorescence, heparin fibrillization. Potency, µM (titrated, usually from 57.7 µM), inactives show top-dose activity change, negative = decrease. 0.93% of 280,000 active. AID 1463; also: potency is read from the fitted curve at half-maximal effect; % is scaled to controls: 0 for no effect and ±100 for the full control effect; nearly all actives have a fitted effect of over 55% in size
#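 Human K18 P301L tau (15 uM unlabeled plus 0.24 uM Alexa 594-labeled, final) in 100 mM sodium acetate pH 7 was mixed with compound and 20 uM heparin and incubated 6 hr at 37 C.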
# Starred values were filed as active, the others as inactive; ? = inconclusive; · = no result given; [ ] = dose if it differs, or a comment. Unless noted, calls follow the shape of the dose curve; as a rule, active = well fitted curve in the direction sought with a large enough effect; inconclusive = small, poorly fitted or top-dose-only effect, or another doubt; inactive = no such curve, though single readings can be large; an effect the other way counts as inactive or inconclusive. Some of the compounds tested (hit frequency here may not be typical).
SMILES,TRb-SRC2 inh,CBFb RUNX1 block,GLA spleen mod,Epigenetic derep,NPSR antag,TR SRC2 fluor cs,Tau fibril FP,Tau fluor cs
CC[C@H](C)[C@H](NC(=O)[C@H](N)Cc1ccc(O)cc1)C(=O)N[C@@H](CC(N)=O)C(=O)N[C@@H](CC(C)C)C(=O)N[C@H](C(=O)N[C@@H](C(=O)N[C@@H](CCCN=C(N)N)C(=O)N[C@@H](CCC(N)=O)C(=O)N[C@@H](CCCN=C(N)N)C(=O)N[C@H](Cc1ccc(O)cc1)C(N)=O)[C@@H](C)O)[C@@H](C)CC,-1%,3%,-7%,·,·,-1%,·,·
COc1ccc(-c2oc(NC(=O)c3ccc(C)cc3)c(C#N)c2-c2ccc(OC)cc2)cc1,6%,-15%,3%,1.5%,-20%[46.1 µM],-2%,10%,?
COc1ccc(S(=O)(=O)c2cn(Cc3ccccc3)c3cc(N4CCCC4)c(F)cc3c2=O)cc1,0%,·,·,1.2%,·,3%,-7%,-6%
Cc1[nH]c2ccccc2c1/C=N/NC(=O)CNC(=O)c1ccc2c(c1)OCCO2,2%,7%,0%,-0.4%,-8%,-1%,12%,?
Cc1cccc(-c2nc3c(c(SCC(N)=O)n2)CCCC3)c1,-2%,15%,-26%,2.4%,0%[46.1 µM],-8%,-5%,-15%
Cc1cc2c(Nc3ccccc3)ncnc2s1,4%,3%,-2%,2.3%,-4%,-2%,-1%,-10%
Cc1cccc(Cc2c(C)nc3nc(SCc4ccccc4Cl)nn3c2C)c1,5%,·,·,2.9%,·,-1%,0%,-11%
Cc1ccc(NC(=O)C2CCCN(C(=O)c3ccc(Cl)cc3)C2)c(C)c1 (stereo not given),3%,1%,8%,-0.2%,12%,0%,2%,-3%
CCOC(=O)c1ccc(NC(=O)C2(c3ccc(OC)cc3)CCOCC2)cc1,0%,4%,-4%,-2.3%,-25%[46.1 µM],1%,2%,-14%
COc1ccccc1NC(=O)C1CCN(C(=O)c2sc3nc[nH]c(=O)c3c2C)CC1,-1%,·,·,0.3%,·,-17%,6%,5%
COc1ccc(Cl)cc1NC(=O)CCn1nc(C)cc1C,-4%,·,·,0.0%,·,0%,-5%,-8%
CCC(=O)N1CCCc2cc(S(=O)(=O)N3CCC(N4CCCCC4)CC3)ccc21,-14%,-4%,6%,0.0%,0%[46.1 µM],0%,1%,2%

# Three of these compounds in another layout.
SMILES	TRb-SRC2 inh	CBFb RUNX1 block	GLA spleen mod	Epigenetic derep	NPSR antag	TR SRC2 fluor cs	Tau fibril FP	Tau fluor cs
COc1ccccc1NC(=O)C1CCN(C(=O)c2sc3nc[nH]c(=O)c3c2C)CC1	-1%	·	·	0.3%	·	-17%	6%	5%
COc1ccc(Cl)cc1NC(=O)CCn1nc(C)cc1C	-4%	·	·	0.0%	·	0%	-5%	-8%
CCC(=O)N1CCCc2cc(S(=O)(=O)N3CCC(N4CCCCC4)CC3)ccc21	-14%	-4%	6%	0.0%	0%[46.1 µM]	0%	1%	2%

# Carrying on.
SMILES,TRb-SRC2 inh,CBFb RUNX1 block,GLA spleen mod,Epigenetic derep,NPSR antag,TR SRC2 fluor cs,Tau fibril FP,Tau fluor cs
O=C(CN1CCC(n2cnc3cc(F)ccc32)CC1)Nc1ccccc1Br,4%,10%,1%,-0.4%,-25%,0%,0%,-4%
Nc1nc(SCc2ccc(Cl)cc2Cl)nc2nc3c(cc12)CCCC3,-2%,3%,7%,18µM*,-46%,-3%,-10%,-22%
Nc1ccc(-c2nc3cc([N+](=O)[O-])ccc3o2)cc1,4%,14%,4%,1.2%,-6%,-2%,6%,?
Cc1ccc(-c2cc(C(F)F)n3ncc(C(=O)N4CCN(c5cccc(C)c5C)CC4)c3n2)cc1,0%,3%,5%,0.0%,?,3%,4%,-4%
CCC1(C)Cc2c(sc3c2c2ncnn2c2nnc(SCC(=O)NCc4ccco4)n32)CO1 (stereo not given),6%,-1%,-1%,-0.6%,?,-1%,1%,-1%
Cc1coc2cc3oc(=O)c(CC(=O)NCc4ccccc4)c(C)c3cc12,3%,·,·,4.8%,·,1%,-4%,1%
O=C(NCc1cccs1)c1ccc(CSc2nc3ccncc3n2Cc2cccc(F)c2)cc1,9%,·,·,1.4%,·,-3%,1%,-21%
C=CCC1(NC(C)c2ccccc2)CCCCC1 (stereo not given),0%[53 µM],18%,-8%,-1.3%,10%,0%[53 µM],1%,8%
CC(C)(C)c1ccc(S(=O)(=O)N2CCSC2)cc1,-3%,8%,-1%,5.2%,-10%,-1%,7%,-6%
CCOC(=O)N1CCN(c2ncnc3c2[nH]c2ccc(F)cc23)CC1,1%,7%,-6%,-1.1%,-20%[46.1 µM],0%,7%,-30%
c1ccc(-n2cnc3ccccc32)cc1,-12%,10%,2%,0.4%,7%,0%,2%,3%
Cc1ccc(-c2csc3nc4ccc(C(=O)NCCO)cc4c(=O)n23)cc1,-2%,13%,10%,-1.6%,-5%,-1%,-6%,-13%
COc1ccc(N2CCN(C(c3ccc(F)cc3)c3sc4nc(-c5ccco5)nn4c3O)CC2)cc1 (stereo not given),-7%,·,·,-0.9%,·,-3%,1%,?
CCc1ccccc1NC(=O)CSc1nc2ccccc2n1CC(=O)N(C)C,4%,3%,3%,-1.0%,-9%[46.1 µM],0%,-1%,4%
O=C1CN(c2ccccc2F)C(=O)CN1c1ccccc1F,-5%,3%,-2%,1.1%,-9%[46.1 µM],-6%,5%,2%
COC(=O)c1sc(N2CCCCC2)c(C#N)c1N,5%,-3%,-1%,-0.4%,5%[7.67 µM],-5%,0%,-11%
Cc1nn(C)cc1NC(=O)CCSc1nc(-c2ccco2)cc(C(F)(F)F)n1,4%,2%,3%,-1.7%,-6%[46.1 µM],2%,-6%,-7%
CCOC(=O)c1cccnc1SCC(=O)NCc1ccccc1,-4%,-2%,-8%,0.0%,-10%[46.1 µM],0%,2%,0%
O=C(CSc1nc2ncccc2[nH]1)Nc1cc(F)ccc1F,5%,·,·,0.0%,·,0%,-5%,-14%
C=CCNc1nc(Nc2ccc(Cl)cc2)nc(OC)n1,0%,1%,9%,4.8%,-23%,2%,-1%,1%
CC(=O)N1c2ccc(S(=O)(=O)NCC3CCC(C(=O)Nc4ccc(C)cc4)CC3)cc2CC1C (stereo not given),-4%,·,·,9.2%,·,-1%,-1%,-3%
Cc1nn(-c2ccccc2)c2sc(C(=O)Nc3cccc(Cl)c3)cc12,-3%,·,·,1.0%,·,0%,3.2µM*,?
CCOC(=O)C1CCCN(Cc2ccccc2F)C1 (stereo not given),7%,3%,2%,11%,?,-4%,-6%,-14%
S=c1nc(Cc2ccc(Cl)cc2)[nH]c2ccccc12,0%,6%,4%,0.9%,-17%,1%,?,-7%
Cc1ccc2oc3c(c(=O)c2c1)C(c1ccc(O)cc1)N(c1nc(C)c(C)s1)C3=O (stereo not given),8%,·,·,-1.0%,·,-16%,2%,-23%
Cc1ccccc1N(C)C(=O)c1noc2c1COc1ccccc1-2,1%,·,·,0.2%,·,1%,4%,-16%
CCn1c(SCC(=O)NC(=O)Nc2ccc3c(c2)OCCO3)nnc1-c1cccs1,7%,-6%,4%,-7.3%,-18%[46.1 µM],0%,6%,0%
Cc1ccc(S(=O)(=O)N(C)c2ccc(OC(=O)c3ccc(=O)[nH]c3)cc2)cc1,-8%,27%,-3%,5.8%,-12%,2%,-7%,-12%
CC(=O)c1cc(-c2ccc(F)cc2)n(CCC(=O)Nc2cccc(C)n2)c1C,2%,-22%,-2%,-1.4%,-18%,0%,10%,-8%
C/C(=N\NC(=S)NC(C)C)c1ccc(Cl)c([N+](=O)[O-])c1,-5%,6%,4%,7.9%,28%[7.67 µM],-3%,?,-18%
N#Cc1ccccc1S(=O)(=O)N1CCN(c2ccc(S(=O)(=O)N3CCOCC3)cn2)CC1,2%,-1%,7%,-4.0%,-8%[46.1 µM],2%,-5%,-1%
CC(C)CSc1nc2ccccc2n1CC(=O)O,-4%[53 µM],9%,-3%,2.3%,-12%,3%[53 µM],2%,10%[2.34 µM]
CCn1nc(C)cc1C(=O)n1nc(C)c(Sc2ncccn2)c1C,-9%,4%,5%,1.2%,-17%,-1%,-4%,-2%
CCc1ccccc1N1C(=O)C2CC(C)=C(C)CC2C1=O (stereo not given),-4%,3%,-11%,-4.2%,9%[46.1 µM],-5%,-3%,-1%
O=C(NC1CCCCCC1)c1ccc(S(=O)(=O)NCc2ccco2)cc1,-10%,1%,5%,0.7%,-22%[46.1 µM],0%,2%,0%
Cc1ncsc1C(=O)Nc1nc2c(s1)CCCC2,-22%,-9%,1%,2.0%,-18%[46.1 µM],-1%,-3%,3%
O=[N+]([O-])c1cccc(-c2ccc(SCc3ccccn3)nn2)c1,-4%,1%,2%,-1.1%,4%,-5%,-1%,-15%
CCCCC1=NN(C(=O)c2ccncc2)C(O)(C(F)(F)F)C1 (stereo not given),3%,5%,4%,1.5%,-2%,-1%,6%,-2%
COC(=O)C1CCN(C2CC(=O)N(c3cc(C)cc(C)c3)C2=O)CC1 (stereo not given),6%,5%,-2%,-0.4%,17%,-4%,5%,3%
O=C(Cc1ccc(-c2ccccc2)cc1)N1CCOCC1,-2%,2%,4%,1.0%,-5%[46.1 µM],1%,?,-13%
COCCN(CCOC)S(=O)(=O)c1ccc(C(=O)Nc2sc3c(c2C(N)=O)CCCC3)cc1,-4%,·,·,-1.6%,·,5%,-13%,-13%
CCOC(=O)c1cnn(-c2ccc(C(=O)Nc3cc(OC)c(OC)c(OC)c3)cc2)c1N,-2%,·,·,-1.3%,·,3%,4%,-29%
Cc1nn(Cc2ccc(Cl)cc2)c(Cl)c1/C=N/NC(=O)CNc1ccccc1F,2%,-2%,7%,-0.9%,-22%[46.1 µM],-5%,-10%,-21%
O=C(Nc1nc2c(s1)CCCC2)c1cc2n(n1)C(C(F)(F)F)CC(C1CC1)N2 (stereo not given),-1%,-2%,14%,-14%,-7%[46.1 µM],-1%,-3%,-29%

# High-throughput results: PubChem, National Center for Advancing Translational Sciences (NCATS)
